XIAP displacement: XIAP antagonists, biochemical, IAP family, fluorescence polarization (AID 1018); displacement, % at 20 µM, or IC50 in µM where a hit was titrated; 200,000 tested, 0.007% active; XIAP BIR domain, fluorescence polarization peptide displacement; higher % means a stronger effect; E3 ubiquitin-protein ligase XIAP (Homo sapiens); in the data active = displacement above about 50%; note: a part of the inactive calls stands beside numbers as strong as those of hits
Siah-1 displacement: Siah-1 peptide-binding antagonists, primary screen, biochemical, fluorescence polarization, rhodamine-plectin, uHTS (AID 1817) | E3 ubiquitin-protein ligase SIAH1 (Homo sapiens) | Siah-1 / rhodamine-plectin peptide fluorescence polarization; higher % means a stronger effect | one-dose displacement, % at 20 µM; IC50 in µM for titrated hits | 290,000 tested, 0.02% active;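 active = displacement of at least 50% at 20 µM, with a fluorescence ratio check between 0.3 and a set limit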;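 note: plate controls were Siah plus tracer with DMSO for no effect and tracer alone without Siah for full effect; strong numbers were not always called active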
AID2073: inhibitors of Mint1-CaV2.2 protein interaction, biochemical, HTRF (AID 2073) | HTRF protein-protein interaction, Mint1-CaV2.2; higher % means a stronger effect | 290,000 tested, 0.19% active | Voltage-dependent N-type calcium channel subunit alpha-1B (Homo sapiens) | inhibition, % at 20 µM, or IC50 in µM where a hit was titrated; in the data active = inhibition mostly above about 51%, no sharp cut-off; inconclusive = no clear call, values can overlap the other calls; inactive = mostly below about 53%; note: some results filed as inactive read as strong as hits
LYP phosphatase: inhibitors of LYP phosphatase, biochemical, fluorescence intensity, uHTS (AID 1779); Tyrosine-protein phosphatase non-receptor type 22 (Homo sapiens); recombinant LYP phosphatase, fluorescence intensity; higher % means a stronger effect; one-dose inhibition, % at 11.5 µM; IC50 in µM for titrated hits; 290,000 tested, 0.054% active;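 note: plate controls were vehicle with enzyme for no effect and no enzyme for full effect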
P. falciparum M17LAP: P. falciparum M17LAP inhibitors, primary screen, biochemical, fluorogenic H-Leu-NHMec substrate, 1536-well (AID 1619). 220,000 tested, 0.38% active. Leucine aminopeptidase (Plasmodium falciparum (isolate 3D7)). recombinant M17LAP, H-Leu-NHMec fluorogenic kinetic assay; higher % means a stronger effect. inhibition, % at 30 µM; hits with a dose series show IC50 in µM;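 active = compound inhibiting the enzyme by more than half at any dose during confirmatory dose-response retesting; inconclusive = strong single-dose inhibitors picked by rank but not retested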;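 note: plate controls were full reaction with DMSO carrier for no effect and no enzyme background for full effect; strong numbers were not always called active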
Dynein cargo inh: inhibitors of GR-EGFP nuclear translocation, primary screen, dynein cargo transport inhibitor project, imaging, high-content, 3617.4 mouse cells; z-score, hits read low; AID 1381, 2008; 220,000 tested, 0.47% active; test concentration mostly 20 µM; stimulated with dexamethasone, 1 µM; hits give low values;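 active = plate z-score of nuclear minus cytoplasmic receptor signal below a set negative limit, without overly bright fluorescence or cell loss, cut at about -3.5 in these data, passing the limit was not always enough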;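 note: z-score of nuclear minus cytoplasmic ring GR-EGFP intensity difference per well; some compounds called inactive have numbers as strong as hits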
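Buffer or medium: tet-free, stripped-serum medium; reagent: dexamethasone at 1.0 µM final, 30 min; incubation: 48 h induction, 1 h compound, 30 min dex at 37 °C; measured by: formaldehyde fixation, Hoechst nuclear stain, 10x automated fluorescence imaging; read-out: nuclear-to-cytoplasmic GR-EGFP distribution per well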
PMI inhibitors: inhibitors of human PMI, primary screen, biochemical, fluorescence intensity, coupled assay (AID 1209); 190,000 tested, 0.42% active; inhibition, % at 20 µM; hits with a dose series show IC50 in µM; purified PMI enzyme, coupled fluorescence intensity; higher % means a stronger effect;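 note: plate controls were DMSO vehicle for no effect and wells lacking substrate for full effect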
M1AAP inhibition: P. falciparum M1AAP inhibitors, biochemical, fluorogenic H-Leu-NHMec substrate, 1536-well (AID 1445); one-dose inhibition, % at 30 µM; IC50 in µM for titrated hits; Aminopeptidase N (Plasmodium falciparum (isolate 3D7)); 220,000 tested, 0.42% active; recombinant M1AAP, H-Leu-NHMec fluorogenic kinetic assay; higher % means a stronger effect;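 active = primary inhibition above the hit cutoff, then over 50% inhibition at one or more dose response concentrations, cut at about 23% in these data, passing the limit was not always enough; inconclusive = conflicting primary data, or primary hits not chosen for dose response; inactive = low primary inhibition, or under 50% at every dose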;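 note: plate controls were DMSO full reaction for no effect and no enzyme background for full effect; strong numbers were not always called active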
PMI inhibition: human PMI inhibitors, high substrate, primary screen, biochemical, fluorescence intensity, high mannose 6-phosphate (AID 1220); Mannose-6-phosphate isomerase (Homo sapiens); recombinant PMI enzyme, coupled fluorescence intensity; higher % means a stronger effect; one-dose inhibition, % at 20 µM; IC50 in µM for titrated hits; 190,000 tested, 0.66% active
Dynein cargo inh cytoplasmic EGFP: recorded beside Dynein cargo inh, whose call it bears; z-score; measured here: cytoplasmic GR-EGFP intensity; hits give high values
Dynein cargo inh nuclear GR-EGFP: second read-out of Dynein cargo inh, no call of its own (marks repeat the call); z-score; measured here: nuclear GR-EGFP intensity;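 lower value marks the stronger effect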
Dynein cargo inh cell count: second read-out of Dynein cargo inh, no call of its own (marks repeat the call); z-score; measured here: cell count per field
* hit, by the source's call; ? = inconclusive; / = not tested or not shown. Cut-off read from the data, not from the text of the source, unless noted: active = inhibition above about 50%; inactive = the rest.

SMILES | XIAP displacement | Siah-1 displacement | AID2073 | LYP phosphatase | P. falciparum M17LAP | Dynein cargo inh | Dynein cargo inh cytoplasmic EGFP | Dynein cargo inh nuclear GR-EGFP | Dynein cargo inh cell count | PMI inhibitors | M1AAP inhibition | PMI inhibition
CC(Oc1cc(F)ccc1[N+](=O)[O-])C(=O)Nc1ccc(S(=O)(=O)N2CCCC2)cc1 (stereo unspecified) | -4.8% | 4.4% | 4.5% | 5.4% | 11.3% | 0.512 | -0.184 | 0.531 | -0.524 | -10.6% | 16.4% | -3.7%
CC12CCC(C1)C(C)(C)C2OC(=O)c1ccccc1C(=O)O (stereo unspecified) | / | 1.0% | -10.1% | -4.2% | 10.0% | 0.432 | -0.221 | -0.0346 | 0.506 | / | 5.4% | /
COCCNC(=O)c1onc(CCl)c1C(=O)OC | -5.1% | 1.6% | -1.8% | -9.6% | 38.5% | 0.601 | -0.191 | 0.67 | 0.439 | -7.3% | 5.0% | -8.7%
Cc1ccc(Cc2cc(-c3ccc(C)cc3)n[nH]c2=O)cc1 | / | -0.4% | -6.0% | -0.8% | 3.6% | 0.471 | -0.262 | 0.82 | -0.409 | / | -0.3% | /
Cc1ccc2c(c1)C(C)(C)[C@]1(C)NC(=O)CCN21 | -1.9% | -4.5% | 6.8% | -10.8% | -7.2% | -0.0363 | -0.34 | 0.0611 | 0.0775 | -4.3% | 2.9% | 0.0%
O=C1c2cccnc2C(O)N1C1CCCCC1 (stereo unspecified) | -5.7% | 1.5% | -0.2% | -1.1% | 3.6% | -0.545 | -0.266 | -0.136 | 0.39 | 4.0% | 3.1% | 2.6%
O=C(c1ccccc1)c1ccc2nc[nH]c2c1 | 2.4% | 1.4% | 17.9% | -7.1% | 7.7% | 0.0329 | -0.251 | -0.0261 | -0.467 | -2.1% | 4.2% | -1.3%
COCCNC(=S)N/N=C(\C)c1ccc(Cl)c(Cl)c1 | -3.1% | -2.6% | -17.0% | 1.4% | 3.1% | -0.812 | -0.34 | -0.0817 | 0.931 | -0.8% | 3.6% | -13.9%
COc1ccc(OC)c(N(CC(=O)Nc2ccc3c(c2)OCCO3)S(C)(=O)=O)c1 | -3.2% | -2.7% | 3.6% | 3.2% | 7.8% | 1.53 | -0.128 | 1.7 | -1.21 | 10.2% | -3.6% | 17.2%
CCOC(=O)c1cc(=O)c2ccc(OCC(=O)Nc3ccc(F)cc3)cc2o1 | / | 1.5% | 7.4% | 3.1% | -3.8% | 1.42 | -0.298 | 0.348 | -0.185 | / | 6.2% | /
O=C(NC(Cc1ccccc1)c1nc2ccccc2[nH]1)C1CC(=O)N(c2ccc3c(c2)OCCO3)C1 (stereo unspecified) | -3.4% | -2.8% | -5.8% | -1.5% | 2.0% | -0.732 | -0.19 | -0.424 | 0.272 | -30.8% | 26.0%* | -49.7%
CN(NC(=O)c1ccccc1Cl)c1ncc(C(F)(F)F)cc1Cl | / | -2.1% | -0.6% | -11.7% | -2.9% | -0.397 | -0.285 | -0.437 | 1.09 | / | 3.9% | /
COc1ccc(NC(=O)/C(C#N)=C/c2ncc([N+](=O)[O-])n2C)c(OC)c1 | / | 2.0% | 9.5% | -4.7% | -8.0% | 1.1 | -0.0664 | 1.06 | -1.92 | / | 4.5% | /
CS(=O)(=O)Nc1ccc(S(=O)(=O)Nc2nccs2)cc1 | -8.6% | -3.2% | 3.6% | -12.2% | -9.0% | -0.164 | -0.266 | 0.41 | 0.496 | 4.9% | -3.9% | 5.0%
CC(CC(=O)O)n1nnc2ccccc21 (stereo unspecified) | / | 4.6% | 9.8% | -6.4% | -3.3% | -0.667 | -0.252 | 0.0697 | 0.605 | / | -1.7% | /
Nc1cc(=O)[nH]c(SCC(=O)N2N=C(c3ccc(Cl)cc3)CC2c2ccco2)n1 (stereo unspecified) | 2.5% | 2.8% | 31.6% | -3.4% | -6.0% | 2.68 | -0.274 | 1.87 | -1.69 | 10.5% | 2.9% | 3.8%
COC(=O)c1nc2nc(C)cc(=O)n2[nH]1 | -3.8% | -5.1% | -2.0% | -6.3% | 1.9% | -1.03 | -0.0862 | -0.0237 | 2.08 | 0.4% | -4.7% | 3.3%
COc1ccc([N+](=O)[O-])c2c(=O)ccoc12 | 0.7% | 4.7% | 0.6% | 44.7% | 1.5% | -0.696 | -0.334 | -0.62 | 1.48 | -8.5% | 2.6% | -4.0%
O=[N+]([O-])c1cccc(/C=N/n2cnnc2)c1 | / | 3.4% | -9.6% | -5.7% | 4.7% | -1.27 | -0.265 | -0.0377 | 0.524 | / | 3.6% | /
O=c1[nH]c2ccccc2c(=O)n1Cc1ccco1 | -0.5% | 4.0% | 1.2% | -14.1% | -8.2% | -1.04 | -0.329 | -0.328 | 0.197 | 0.3% | -4.2% | 9.3%
COc1ccc(Cn2c(CCC(=O)N3CCN(c4ccccn4)CC3)nc3ncccc3c2=O)cc1 | -6.1% | -0.3% | -9.2% | -10.0% | -5.7% | 0.572 | -0.304 | 0.908 | -0.484 | 13.9% | 11.5% | 17.0%
Cc1nc2cc(-c3cccc(F)c3)nn2c(C)c1CCC(=O)NC(C)c1ccc2c(c1)OCCO2 (stereo unspecified) | 0.7% | 1.6% | 6.0% | -6.1% | 4.6% | -0.205 | 0.549 | 0.672 | 0.841 | -4.7% | 1.9% | -5.8%
CC(C)CNc1cc(=O)n(C)c(=O)n1C | -4.6% | -0.6% | -2.3% | -10.1% | -3.8% | 0.333 | -0.283 | 0.076 | 0.565 | 12.9% | -3.8% | 12.0%
COc1cc(C(=O)Nc2cccc(-c3nc4ccccc4o3)c2C)cc(OC)c1OC | -0.3% | 4.9% | 15.8% | -7.2% | -5.7% | -0.551 | 0.0376 | -0.0429 | 0.479 | -3.5% | 0.2% | 8.8%
O=C(Cc1ccccc1)NNC(=O)c1cccs1 | -5.6% | 6.1% | -6.1% | -8.2% | 21.8% | 0.543 | -0.209 | 0.851 | 0.139 | 7.5% | -1.2% | 19.8%
O=C(O)CSc1nnc(Cn2nnc3ccccc32)n1CCc1ccccc1 | -7.9% | 0.7% | ? | 0.3% | 14.3% | 1.54 | -0.158 | 0.86 | -1.11 | -12.5% | 0.9% | -9.8%
CC(C)OC(=O)c1ccc(NC(=O)Cn2c(-c3nonc3N)nc3ccccc32)cc1 | -7.9% | 17.1% | 31.7% | -6.1% | 9.5% | -0.13 | -0.13 | -0.0163 | 1.67 | -6.3% | 6.5% | -11.3%
CCCCNC(=S)NNC(=O)c1csc2ccccc12 | -18.3% | 2.7% | -12.6% | -6.5% | -1.9% | -0.0995 | -0.312 | 0.167 | 0.741 | -3.4% | -7.5% | -2.3%
O=C(c1cnn(-c2ccccc2)c1)c1ccc2ccccc2c1O | -1.8% | 0.3% | 22.9% | -0.3% | -12.1% | -0.753 | 0.15 | -0.507 | -1.36 | 5.6% | 3.5% | 23.1%
COc1cc(S(=O)(=O)N2CCCCC2)ccc1NC(C)=O | -3.6% | 4.9% | -4.9% | -8.5% | 14.8% | -0.987 | -0.224 | -0.593 | 0.923 | 7.4% | 5.8% | 4.0%
Cc1ccccc1C(=O)NC1CCN(CC(=O)NCc2cccs2)CC1 | -7.8% | -3.7% | 9.4% | -6.8% | 11.5% | -0.208 | -0.287 | 0.00149 | 0.257 | -8.7% | 1.2% | 48.5%
CNCC(O)C(O)C(O)C(O)CO (stereo unspecified) | -8.1% | 1.3% | 10.3% | -8.5% | -5.9% | -0.00389 | -0.213 | 0.149 | 0.414 | -4.1% | -0.8% | -9.3%
N#Cc1nc(-c2ccccc2F)oc1N1CCCC1 | -4.0% | 2.4% | 19.1% | -25.1% | -15.5% | 1.24 | -0.158 | 0.561 | -1.27 | 11.7% | 16.5% | 8.9%
Cc1cccc(NC(=S)NCCc2ccc(S(N)(=O)=O)cc2)c1C | -5.3% | 3.7% | -11.0% | -0.9% | 1.9% | 0.241 | -0.224 | 0.313 | -1.23 | -0.6% | 2.8% | -4.9%
O=C(COc1ccc2c3c(c(=O)oc2c1)CCC3)NC1CCCCC1 | -4.2% | -3.4% | 12.8% | -8.3% | -8.6% | -0.49 | -0.0494 | -0.00903 | 0.558 | 2.3% | -8.7% | -3.6%
COc1ccc2[nH]c(C(=O)O)c(CCNC(C)=O)c2c1 | -2.3% | 3.3% | -0.1% | -4.0% | -0.7% | -0.406 | -0.307 | 0.0922 | 0.457 | 11.8% | 8.3% | 4.1%
COc1cc2c3c(c1)C1(C(=O)N3C(C)(C)C=C2C)C(C#N)=C(N)Oc2cc(O)ccc21 (stereo unspecified) | -6.4% | 3.7% | 4.5% | 5.2% | 8.4% | 0.163 | -0.00812 | 0.0025 | 0.514 | 23.9% | 6.0% | 18.6%
CCc1ccccc1-n1c(SCC(=O)N2CCCC2)nnc1-c1ccccn1 | -2.8% | 3.9% | 21.8% | -4.8% | 1.5% | -0.364 | -0.311 | -0.00286 | 0.436 | 9.3% | -0.2% | 14.1%
Cc1cc(C)n(/N=C/c2cc(Cl)cc(Cl)c2O)c(=O)c1 | -0.1% | 3.0% | 17.8% | -6.1% | -3.8% | 2.27 | -0.0899 | 1.63 | -1.84 | -31.4% | 0.4% | 10.7%
COc1ccc(N(CC(=O)N2CCN(Cc3ccc4c(c3)OCO4)CC2)S(=O)(=O)c2ccc(F)cc2)cc1 | / | 1.4% | -12.7% | -3.4% | -17.7% | -0.935 | -0.233 | -0.0698 | 2.16 | / | 3.5% | /

Screening results (PubChem BioAssay)
